# EPAC2 antagonist: antagonists of human EPAC2 | EPAC2 GEF exchange of Rap1B-BODIPY-GDP, fluorescence | Potency, µM (series often up to 114 µM), without a hit: at the highest dose activity, negative = inhibition, most hits filed as inhibitors | actives 0.18% (n = 360,000) | AID 720708; also: potency is read from the fitted curve at half-maximal effect; % is scaled to controls: 0 for no effect and ±100 for the full control effect; nearly all actives have a fitted effect of over 45% in size; many of its hits are not listed in these tables
# EPAC2 ag: activates human EPAC2 exchange factor. AID 720711. Q8WZA2. Potency, µM (top dose mostly 154 µM), for the others: at the highest dose activation, hits mostly activators. actives 0.079% (n = 360,000). EPAC2 activation, biochemical qHTS; response scale: 100% = 6.5 mM cAMP response; also: potency is read from the fitted curve at half-maximal effect; nearly all actives have a fitted effect of over 50% in size
#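 Fluorescence exchange assay: 100 nM EPAC2 with 250 nM RAP1B-BODIPY-GDP and 50 uM GDP; compounds tested as a concentration-titration series (qHTS). Loss of Rap1-bound BODIPY-GDP fluorescence read at 480/540 nm; data normalized to 6.5 mM cAMP.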
# PTHR1 ag: agonists of human PTHR1 parathyroid hormone receptor | actives 0.075% (n = 410,000) | Potency, µM (titrated, usually from 115 µM), without a hit: at the top dose activation, actives largely listed as activators | HEK293 GP2 PTHR1 cells, GloSensor cAMP luminescence, 1 h | Q03431; also: potency is read from the fitted curve at half-maximal effect; nearly all actives have a fitted effect of over 55% in size; some results filed as inactive show a strong effect at the top dose; inactives centre near -15; many of its hits are not listed in these tables
# Target sequence (Q03431 whole entry, looked up): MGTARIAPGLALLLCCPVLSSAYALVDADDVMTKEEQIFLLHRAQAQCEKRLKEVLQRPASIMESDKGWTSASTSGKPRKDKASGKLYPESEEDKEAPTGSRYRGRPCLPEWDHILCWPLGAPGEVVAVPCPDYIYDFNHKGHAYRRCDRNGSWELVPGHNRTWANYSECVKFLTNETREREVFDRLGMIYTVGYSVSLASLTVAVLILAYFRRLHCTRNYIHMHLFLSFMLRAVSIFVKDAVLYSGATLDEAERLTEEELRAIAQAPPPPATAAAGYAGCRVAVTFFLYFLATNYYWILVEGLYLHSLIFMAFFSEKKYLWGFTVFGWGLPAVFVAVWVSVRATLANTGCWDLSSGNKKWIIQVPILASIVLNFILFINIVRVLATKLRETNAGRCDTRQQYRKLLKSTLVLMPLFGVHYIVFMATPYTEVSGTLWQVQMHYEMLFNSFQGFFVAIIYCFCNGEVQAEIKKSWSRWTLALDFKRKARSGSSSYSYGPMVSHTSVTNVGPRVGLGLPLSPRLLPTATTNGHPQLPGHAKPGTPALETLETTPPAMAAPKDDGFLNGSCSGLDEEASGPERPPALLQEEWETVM
#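 HEK-293-derived GP2 cells expressing PTHR1 and a GloSensor cAMP reporter, 3,000/well, plated overnight, given luciferin plus IBMX (each 0.5 mM as added) for 1 h at 37 °C, then compound for 1 h at 37 °C. Luminescence was read after 15 min at room temperature.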
# MmCpn inh: M. maripaludis TRiC chaperonin inhibition | purified Mm-Cpn ATPase, ADP Transcreener TR-FRET | Potency, µM (doses to about 76.9 µM), without a hit: top-dose activity, negative = inhibition, hits mostly inhibitors | actives 0.031% (n = 330,000) | AID 504842; also: potency is read from the fitted curve at half-maximal effect; % is scaled to controls: 0 for no effect and ±100 for the full control effect; nearly all actives have a fitted effect of over 80% in size
#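 Purified archaeal Mm-CPN (25nM final) preincubated 10 min at 37degC with compound, then 10uM ATP for 30 min at 37degC; ADP measured by HTRF Transcreener TR-FRET; buffer 30 mM TRIS pH 7.4, 100mM KCl, 5mM MgCl2, 1mM DTT.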
# Akt phos inh: inhibitors of Akt phosphorylation; activity change, % for hits at 50 µM; Neuro2A IGF-stimulated pAkt S473 HTRF, 20 min; active compounds read low; actives 0.32% (n = 360,000); in the data active = activity change below about -80%; inconclusive = mostly about -51% to -80%; also: % is scaled to controls: 0 for no effect and ±100 for the full control effect
#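 Neuro2A cells in DMEM with 0.5% FBS, overnight at 37 deg C, given compound at single 50 µM final, then IGF (6 nM final) for 20 min at 37 deg C. Lysed; phospho-Akt Ser473 by HTRF after 24 h, 665/615 ratio.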
# D3 antag: blocks the human D3 dopamine receptor. actives 2.5% (n = 360,000). max response, negative = inhibition, %. AID 652054. P35462. D3R cells, DiscoveRx beta-arrestin luminescence, antagonist mode; active compounds read low; in the data active = max response below about -50%; inconclusive = no clear call, values can overlap the other calls; also: % is scaled to controls: 0 for no effect and ±100 for the full control effect; mostly tested at two doses, the higher about 12 µM
# Target sequence (P35462 whole entry, looked up): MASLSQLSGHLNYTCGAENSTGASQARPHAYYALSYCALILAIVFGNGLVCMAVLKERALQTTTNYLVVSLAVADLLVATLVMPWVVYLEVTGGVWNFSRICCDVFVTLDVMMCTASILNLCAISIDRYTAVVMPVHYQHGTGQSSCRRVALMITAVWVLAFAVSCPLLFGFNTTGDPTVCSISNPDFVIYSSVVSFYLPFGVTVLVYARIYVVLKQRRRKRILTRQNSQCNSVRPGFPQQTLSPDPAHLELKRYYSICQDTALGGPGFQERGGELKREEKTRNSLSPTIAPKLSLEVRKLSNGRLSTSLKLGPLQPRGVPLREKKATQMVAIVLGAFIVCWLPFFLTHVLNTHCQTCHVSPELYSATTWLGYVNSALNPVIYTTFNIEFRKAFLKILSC
#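 Cells expressing the human receptor were seeded at 1500 cells/well, incubated overnight at 37 degrees C in 5% CO2, then exposed to library compounds with dopamine controls for 90 minutes at 37 degrees C before luminescent detection.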
# D3 ag: agonists of human D3 dopamine receptor. P35462. D3R DiscoveRx beta-arrestin cells, luminescence, 90 min. max activation, %. actives 0.58% (n = 410,000). AID 652048; in the data active = max activation above about 30%; also: 0% is about no effect; mostly tested at two doses, the higher about 12 µM
#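 Agonist-mode cell screen: cells plated at 1500/well and incubated overnight at 37 °C, then exposed to library compounds for 90 min at 37 °C. Detection reagent was added for 30–60 min at room temperature, and luminescence was read.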
# CCT chaperon mod: modulators of cytosolic chaperonin (CCT/TRiC) activity; purified chaperonin ATPase assay, HTRF ADP detection, 30 min; activity change, % (test concentration not listed), hits read low; actives 0.3% (n = 360,000); in the data active = activity change below about -30%; also: % is scaled to controls: 0 for no effect and ±100 for the full control effect
#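 ATPase activity: ADP formed was measured by HTRF Transcreener (665/615 nm ratio) after 30 min at 37 deg C with 10 uM ATP. Compounds screened at one 76 uM concentration against 40 or 20 nM TRiC in Tris pH 7.4/KCl/MgCl2/DTT buffer.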
# * hit, by the source's call; i = inactive; ? = inconclusive; · = not tested or not shown; [ ] = remark or other dose. Unless noted, calls follow the shape of the dose curve; as a rule, active = well fitted curve in the direction sought with a large enough effect; inconclusive = small, poorly fitted or top-dose-only effect, or another doubt; inactive = no such curve, though single readings can be large; an effect the other way counts as inactive or inconclusive. A portion of the library; the hit share may differ from the screen's.
# Every second line gives: EPAC2 antagonist	EPAC2 ag	PTHR1 ag	MmCpn inh	Akt phos inh	D3 antag	D3 ag	CCT chaperon mod
1) Cc1ccc(C2CC(=O)NC(SCCC(C)C)=C2C#N)cc1 (centres undefined)
    15%	-4%	-19%	1%	i	3	0	0.3
2) COc1ccc(C2C(C(C)=O)=C(O)C(=O)N2c2cccnc2)cc1OC (centres undefined)
    7%	5%	-3%[57.5 µM]	-2%	i	24	2	-0.8
3) CC(C)C(=O)NNS(=O)(=O)c1ccccc1
    10%	0%	-9%	-3%	i	-5	-20	1.8
4) O=C(CN1CCN(c2ccc(O)cc2)CC1)Nc1ccc(-c2ccccc2)cc1
    0%	13%	i	0%	i	3	-1	-1.3
5) CN1CCN(C(=O)CN(C2CCCCC2)S(=O)(=O)c2ccc(Br)cc2)CC1
    17%	-4%	-1%	-4%	i	-2	-8	-0.2
6) CC(C)Sc1nc(O)c(Cc2ccccc2)c(=O)[nH]1
    -4%	11%	-2%	-3%	i	9	2	-2.1
7) O=C(/C(=C/O)N=Nc1ccccc1)c1ccc(Cl)cc1
    -6%	-6%	-30%[inhibitor]	2%	i	11	5	-0.3
8) CCOC(=O)Cn1ccc2cc(S(=O)(=O)N3CCCC3)ccc21
    -2%	7%	i	·	i	31	3	-0.8
9) COc1ccc(NC(=O)N(C)C[C@@H]2OCc3cn(nn3)CCCC(=O)N([C@@H](C)CO)C[C@H]2C)cc1
    3%	-7%	-11%	·	i	19	2	-0.5
10) Cc1c(CN2CCCC(C)C2)c(O)n(CCO)c(=O)c1C#N (centres undefined)
    8%	-1%	i	2%	i	0	-8	-1.1
11) O=C(COC(=O)CNS(=O)(=O)c1ccc(F)c(F)c1F)NCCc1ccccc1
    2%	2%	11%	-3%	i	8	-8	-0.9
12) Cc1ccc(C)c(N2CCN(C(=O)Cc3c(C(=O)O)[nH]c4ccc(Cl)cc34)CC2)c1
    ?	-2%	-25%	1%	i	-20	-7	-0.3
13) NNC(=O)c1cc2cc(OC(F)(F)F)ccc2[nH]1
    6%	-5%	i	2%	i	18	11	1.3
14) N#C/C(=C/c1ccc(-c2ccccc2[N+](=O)[O-])o1)C(=O)NCCN1CCCCC1
    1%	10%	i	-7%	i	-26	-12	0.0
15) O=C(Oc1cc(Cl)ccc1Cl)C1=CC=CN2CCS(=O)(=O)N=C12
    14%	12%	-25%	1%	i	-10	-3	1.7
16) CC(=O)NC1C(OCCOc2ccc(Cl)cc2Cl)OC(COC(C)=O)C(OC(C)=O)C1OC(C)=O (centres undefined)
    0%	-1%	i	1%	i	11	-1	-1.4
17) N#Cc1ccc(C(C(=O)NC2CCCCC2)n2c(=O)c(-c3ccco3)nc3ccccc32)cc1 (centres undefined)
    3%	-3%	-19%	·	i	-3	-1	·
18) COC(=O)CCCC(=O)NC1CCCc2c1cnn2-c1ccc(F)cc1F (centres undefined)
    3%	7%	-5%	0%	i	5	3	0.8
19) CCOc1ccc(OCc2ccc(C(=O)NCc3ccncc3)o2)cc1
    5%	-9%	-21%	0%	i	11	6	-4.1
20) COc1ccc(N2C(=O)CC(Sc3nc(C)cc(C)c3C#N)C2=O)cc1 (centres undefined)
    0%	-4%	-17%[57.5 µM]	3%	i	-19	-9	-1.7
21) c1cncc(C(c2nnnn2C2CCCC2)N2CCN(Cc3ccc4c(c3)OCO4)CC2)c1 (centres undefined)
    -2%	11%	-21%[57.5 µM]	-2%	i	2	0	0.9
22) CCOC(=O)CSc1ncnc2c1sc1nc(N3CCOCC3)c3c(c12)CCCC3
    2%	8%	-17%[57.5 µM]	-2%	-84%*	-4	61*	-1.4
23) C/C(CCc1oc2ccc(Cl)cc2c1-c1ccc(C)o1)=N\O
    -1%	-1%	i	-12%[15.4 µM]	i	-8	-9	-0.4
24) CNC(=O)c1ccc(NC(=O)c2cc(S(=O)(=O)N3CCOCC3)ccc2N2CCCC2)cc1
    5%	0%	-26%	-4%	i	-2	2	-0.8
25) O=C(c1ccccc1)N1N=C(C(F)(F)F)CC1(O)c1ccccc1 (centres undefined)
    -13%	10%	i	-3%	i	1	8	-3.5
26) Cc1cc(-c2nnc(-c3cccc(C(F)(F)F)c3)o2)no1
    -4%	-2%	-33%[inhibitor]	2%	i	9	11	1.0
27) CCN(CC)c1ccc(S(=O)(=O)N2CCCCC2)cc1NC(=O)C1=COCCO1
    -3%	7%	-24%	2%	i	18	28	-1.8
28) O=C(O)CCC(=O)N1c2ccccc2NC2=C(C(=O)CC(c3ccc(F)cc3)C2)C1c1ccc([N+](=O)[O-])o1 (centres undefined)
    2%	7%	0%	-4%	i	-26	7	-0.9
29) CCCOc1c(Cl)cc(C(=O)Nc2ccc3c(c2)OCO3)cc1OCC
    -6%	10%	-33%[inhibitor]	0%	i	-24	-1	-0.7
30) CNC(=O)c1cc(C(=O)c2ccccc2C(F)(F)F)c[nH]1
    0%	6%	i	-1%	i	4	1	-11

[31] COc1ccc([N+](=O)[O-])cc1N(CC(O)CN1C(=O)NC(C)(C)C1=O)S(=O)(=O)c1ccc(C)cc1 (centres undefined)
[32] CCCN(CC(=O)Nc1ccc(C(C)=O)cc1)CC(=O)Nc1ccccc1C
[33] CCOC(=O)c1c(CSc2ccccc2)n(C)c2cc(Br)c(O)c(CN(C)C)c12
[34] Cc1cc2nc(-c3ccc(Cl)cc3)c(Cc3ccsc3)n2c(C)c1Br
[35] COc1cc(NC(N)=S)c(OC)cc1Cl
[36] Cc1cc(-n2c(C)cc(C(=O)CN3C(=O)NC4(CCCC4)C3=O)c2C)no1
[37] C=CCn1cc(/C=N\NC(=O)c2cc3c(ccc4ccccc43)o2)c2ccccc21
[38] COc1cccc(NC(=O)CC(c2ccc(OC(C)C)cc2)c2ccccc2OC)c1 (centres undefined)

Compound	31	32	33	34	35	36	37	38
EPAC2 antagonist	-9%	-13%	-19%	9%	6%	5%	-2%	14%
EPAC2 ag	-5%	-12%	12%	7%	7%	-21%	3%	-12%
PTHR1 ag	-7%	-4%	-8%	i	i	?	13%[57.5 µM]	i
MmCpn inh	·	2%	0%	·	0%	-3%	1%	1%
Akt phos inh	i	i	i	i	i	i	i	i
D3 antag	-3	-3	-16	19	7	10	-10	0
D3 ag	0	-1	-13	10	-8	6	-1	4
CCT chaperon mod	1.9	-1.4	-2.0	-0.3	-2.2	3.0	-2.2	0.9

[39] CC(C)CC(COCc1ccc(Cl)cc1)N1CCN(C(=O)c2ccc(C(F)(F)F)cc2)CCC1=O (centres undefined)
[40] CSc1ccc(CN(C)C(=O)CNC(=O)c2sc3ccccc3c2Cl)cc1
[41] CCS(=O)(=O)c1nn2c(N)c(/C=C3/C=CC(=O)C(OC)=C3)c(=O)nc2s1
[42] Fc1ccc(NC(=S)Nc2cc(Cl)ccc2Cl)cc1
[43] COc1cnn(-c2ccccc2)c(=O)c1N(C)C
[44] CC(C)(C)/C=N/NC(=O)C1CC1
[45] CC1=NN(c2ccccc2C)C(=O)C1
[46] Cc1ccc(SCC(=O)NCc2ccco2)cc1

Compound	39	40	41	42	43	44	45	46
EPAC2 antagonist	-20%	-6%	-10%	-1%	1%	-2%	-5%	-5%
EPAC2 ag	-6%	1%	7%	2%	8%	0%	-1%	-9%
PTHR1 ag	i	-46%[inhibitor]	-7%	-26%	12%[57.5 µM]	i	i	-15%[57.5 µM]
MmCpn inh	-2%	2%	2%	1%	1%	5%	·	0%
Akt phos inh	i	i	i	i	i	i	i	i
D3 antag	-15	4	0	-20	10	10	3	-2
D3 ag	-10	17	1	5	-1	-14	5	1
CCT chaperon mod	-0.1	0.6	1.6	-2.4	-1.9	0.4	-1.7	-0.3

# Whole records as entered above.
# `COc1cnn(-c2ccccc2)c(=O)c1N(C)C` is listed with EPAC2 antagonist = 1%; EPAC2 ag = 8%; PTHR1 ag = 12%[57.5 µM]; MmCpn inh = 1%; Akt phos inh = i; D3 antag = 10; D3 ag = -1; CCT chaperon mod = -1.9
# `CCS(=O)(=O)c1nn2c(N)c(/C=C3/C=CC(=O)C(OC)=C3)c(=O)nc2s1` is listed with EPAC2 antagonist = -10%; EPAC2 ag = 7%; PTHR1 ag = -7%; MmCpn inh = 2%; Akt phos inh = i; D3 antag = 0; D3 ag = 1; CCT chaperon mod = 1.6
# `CC(C)CC(COCc1ccc(Cl)cc1)N1CCN(C(=O)c2ccc(C(F)(F)F)cc2)CCC1=O` (centres undefined) is listed with EPAC2 antagonist = -20%; EPAC2 ag = -6%; PTHR1 ag = i; MmCpn inh = -2%; Akt phos inh = i; D3 antag = -15; D3 ag = -10; CCT chaperon mod = -0.1

# The results go on:
[47] CCOc1ccc(CN(C)CC(=O)c2c(N)n(Cc3ccccc3)c(=O)n(CC)c2=O)cc1OC
[48] O=C(NC1CC1)c1cccc(NC(=O)C2CCN(S(=O)(=O)c3ccccc3C(F)(F)F)CC2)c1
[49] CC1CN(C(=O)COC(=O)c2ccc(S(=O)(=O)N(C)C)cc2)CC(C)O1 (centres undefined)
[50] CCOC(=O)[C@H]1[C@H]2COc3ccc(C)cc3[C@@H]2N2C(=O)c3cc(Br)ccc3NC(=O)[C@@]12C
[51] O=C(NCC1CC1)c1cccs1
[52] Clc1ccc(OCCN2CCCCC2)cc1Cl
[53] O=C(O)CC(=O)Nc1ccc(Oc2ccc(C(F)(F)F)cn2)c(Cl)c1
[54] CC1(C)CC(=O)C=C(c2ccc(COC(=O)Cc3ccccc3)cc2)C1=O

Compound	47	48	49	50	51	52	53	54
EPAC2 antagonist	7%	2%	-4%	-10%	10%	20%	-40%	7%
EPAC2 ag	-5%	3%	16%	9%	8%	-5%	5%	3%
PTHR1 ag	i	-7%	-2%	-54%[inhibitor]	-20%	-11%	3%	-11%
MmCpn inh	·	·	-6%	-2%	·	-1%	2%	·
Akt phos inh	i	i	i	i	i	i	i	i
D3 antag	-11	3	-3	-1	-3	-79*	2	-15
D3 ag	-5	1	2	-1	-3	-9	-6	3
CCT chaperon mod	0.9	0.5	-0.8	-1.1	-0.6	-1.8	2.4	0.0
